# STK33 inh: inhibitors of purified STK33 kinase, primary screen, biochemical, ADP-Glo luminescence, homogeneous, cell-free; Serine/threonine-protein kinase 33 (Homo sapiens), Q9BYT3; MBP phosphorylation; inhibition, % at 10 µM; actives 0.073% (n = 320,000); AID 2661, 2010;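 active means inhibition at or above 25%, using the most active replicate where run in duplicate; inactive means inhibition below 25%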
# Target sequence (Q9BYT3 whole entry, looked up): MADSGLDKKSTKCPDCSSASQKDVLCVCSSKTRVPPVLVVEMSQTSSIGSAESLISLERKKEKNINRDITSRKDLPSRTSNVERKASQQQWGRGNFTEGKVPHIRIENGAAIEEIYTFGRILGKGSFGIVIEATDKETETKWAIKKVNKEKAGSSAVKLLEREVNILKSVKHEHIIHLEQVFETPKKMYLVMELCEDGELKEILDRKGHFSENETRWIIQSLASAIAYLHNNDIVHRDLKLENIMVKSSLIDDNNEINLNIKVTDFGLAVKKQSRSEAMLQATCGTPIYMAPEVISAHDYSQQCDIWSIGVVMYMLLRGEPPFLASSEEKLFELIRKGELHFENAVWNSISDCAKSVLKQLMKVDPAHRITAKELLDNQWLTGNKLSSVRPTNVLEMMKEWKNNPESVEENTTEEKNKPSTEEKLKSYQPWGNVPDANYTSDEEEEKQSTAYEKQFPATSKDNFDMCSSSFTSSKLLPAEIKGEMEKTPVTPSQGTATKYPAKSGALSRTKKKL
# Kir21 block: inhibitors of mouse Kir2.1 inward-rectifier potassium channel | Inward rectifier potassium channel 2 (Mus musculus), P35561 | HEK293-Kir2.1, FluxOR thallium flux fluorescence; active compounds read low | B-score at 10 µM | actives 0.85% (n = 310,000);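 active means fluorescence ratio B-score at or below minus 3 SD of library scores, with starting-brightness B-score within 2 SD, cut at about -4.2 in these data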;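 further: channel flux triggered by added potassium and thallium sulfate stimulus; B-score of peak minus minimum fluorescence over baseline after thallium stimulus; more negative B-score means stronger Kir2.1 block with less thallium influx; some compounds called inactive have numbers as strong as hits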
# Target sequence (P35561 whole entry, looked up): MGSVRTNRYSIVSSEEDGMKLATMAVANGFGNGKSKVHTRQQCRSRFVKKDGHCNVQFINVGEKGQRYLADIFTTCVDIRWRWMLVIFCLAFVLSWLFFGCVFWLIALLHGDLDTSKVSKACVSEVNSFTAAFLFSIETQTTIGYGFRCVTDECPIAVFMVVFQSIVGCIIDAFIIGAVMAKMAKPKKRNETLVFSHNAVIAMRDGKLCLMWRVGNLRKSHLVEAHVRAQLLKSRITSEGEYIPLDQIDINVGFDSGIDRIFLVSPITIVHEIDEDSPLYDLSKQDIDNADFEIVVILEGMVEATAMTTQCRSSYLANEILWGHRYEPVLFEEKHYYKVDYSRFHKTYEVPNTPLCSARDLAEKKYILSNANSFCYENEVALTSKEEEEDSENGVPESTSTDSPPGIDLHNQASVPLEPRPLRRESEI
# Numbers without * were called inactive; . = not tested or not shown.
SMILES,STK33 inh,Kir21 block
CC(Sc1ccc(Cl)cc1)C(=O)NNC(=O)c1ccccc1O (stereo not given),-0.1,1.9
CC(C)Cn1c(=O)c2c(c3ccccc31)OC(C)C(=O)N2 (stereo not given),.,-0.24
O=C(CN1CCC(O)(c2ccc3c(c2)OCO3)CC1)NC1CCCCC1,0.1,-0.29
O=C(Nc1cccc2ncccc12)c1ccc(Br)c([N+](=O)[O-])c1,2.1,0.45
O=C(c1ccco1)N1CCN(C(=O)c2cccc3c2C(=O)N(C2CCCCC2)C3)CC1,-0.3,0.05
CCOc1ccc(NC(=O)C2CCN(S(=O)(=O)c3c(C)noc3C)CC2)cc1,-0.1,2.5
COc1ccc2c(C(=O)NCc3ccc4c(c3)OCO4)c(-c3ccc(S(C)(=O)=O)cc3)sc2c1,0.1,.
Cc1cn[nH]c1,-2.2,.
CCN(CC)C(=O)N1CCN(c2c([N+](=O)[O-])c(=O)oc3ccccc23)CC1,1.7,.
Cn1nnnc1SCC(=O)NNC(=O)c1ccc(Cl)cc1,-1.3,0.41
O=C(C1CCCCCC1)N1CC[C@@H](N2CCC(O)CC2)[C@H](O)C1,-0.1,-0.36
COc1ccc(CCNC(=O)CN(c2ccccc2)S(C)(=O)=O)cc1,-0.4,-1.5
Cc1ccc(S(=O)(=O)N(Cc2cc3ccccc3[nH]c2=O)c2cccc(C)c2)cc1,-2.4,-0.02
Cc1ccc(S(=O)(=O)N2CCN(c3ncnc4c3cnn4-c3ccccc3)CC2)cc1,-1.5,1.1
c1ccc(Oc2nc(-c3ccccn3)nc3ccccc23)cc1,0.9,0.65
COCCN=C1Sc2nc3c(C)cccc3cc2CN1Cc1ccco1,0.7,1.1
CCn1c(=O)c([N+](=O)[O-])c(N2CCOCC2)c2ccccc21,-0.7,1.3
Cc1ccnc(NC(=O)CNC(=O)C23CC4CC(CC(C4)C2)C3)c1,-2.3,0.6
CNS(=O)(=O)c1ccc(C(=O)NCC(=O)NC(C)c2cccs2)cc1 (stereo not given),2.0,.
CC1=C([N+](=O)[O-])C(c2ccc(Cl)cc2)NC(=O)N1C (stereo not given),-2.5,0.45
COCCC(=O)N1CCC(Oc2ccc(C(=O)NC3CCCCC3)cc2)CC1,-2.2,0.48
Cc1ccc(/C=N/NC(=O)c2cc(C3CC3)nc3ccccc23)o1,-0.3,1.1
CNCCC(Oc1ccc(C(F)(F)F)cc1)c1ccccc1 (stereo not given),-0.8,-2.6
CNc1sc(C(=O)c2ccc(F)cc2)c(N)c1-c1nc2ccccc2s1,-1.4,-0.02
Cc1ccc(-c2nn(-c3ccccc3)cc2C(=O)NCCCN2CCOCC2)cc1,9.3,-1.1
CC(=O)c1cnc2nc(SCc3ccccc3)nn2c1C,-2.8,0.32
COc1cccc(-c2cc3c(=O)n(-c4ccccc4)c(=S)[nH]c3s2)c1,0.0,2.4
CC(C(=O)O)N1C(=O)CSC1=S (stereo not given),-1.5,0.88
Cc1ccc(Cn2nc(C)c(NC(=O)CCCn3nc([N+](=O)[O-])c(Cl)c3C)c2C)cc1,-0.6,-1.1
CCCS(=O)(=O)N1CCC(C(=O)NCCN2CCCC2)CC1,0.2,-1.1
CSc1ccccc1C(=O)Nc1ccc(S(=O)(=O)NC2=NCCCCC2)cc1,-1.6,.
CCOC(=O)/C(=N/Nc1ccccc1OC)N1CCCc2ccccc21,-0.3,1.4
Cc1ccc(C)c2[nH]c(=O)c(CCNS(=O)(=O)c3ccccc3)cc12,-1.5,0.01
COCCNC(=O)c1oc2ccc3c(c2c1C)C(O)CC(C)(C)O3 (stereo not given),-1.0,0.76
C[C@H](CO)N1C[C@H](C)[C@@H](CN(C)Cc2ccc(C(=O)Nc3ccccc3N)cc2)Oc2c(NC(=O)C3CCCCC3)cccc2C1=O,-1.5,.
O=C(CSc1ccccn1)Nc1ccc2c(c1)OCCO2,-1.0,-0.79
CSCC[C@H](NC(=O)N1CCn2c1nc1ccccc12)C(=O)NCc1ccc(F)cc1,-1.3,-0.11
COc1ccc(C(=O)Nc2cccnc2Sc2ccc(Cl)cc2)cc1,-0.1,-0.91
CC(C)n1nnnc1SCC(=O)NCCc1ccccc1,1.0,-1.6
Cc1c(N)c(=O)n(-c2ccccc2)n1C,0.4,.
CC[N+](CC)(CC)CCOc1ccc(/C=C/c2ccccc2)cc1,0.0,.
Cc1ccccc1-n1nnnc1SCc1cc(=O)n2ccsc2n1,-0.1,0.05
CN(C(=O)c1ccccc1)c1nccnc1C#N,-0.8,-0.24
CN(C)c1ccc(C2(c3ccc(N(C)C)cc3)OC(=O)c3cc(N)ccc32)cc1,0.1,0.07
COc1ccc(-c2cc(=O)oc3c(C)c(OCC(=O)NCC4CCC(C(=O)O)CC4)ccc23)cc1 (stereo not given),-1.5,1.4
COc1ccc(S(=O)(=O)N(C)C)cc1NC(=O)CSc1ncccn1,-2.9,-0.35
CC(C)C(=O)NS(=O)(=O)c1ccc(NS(C)(=O)=O)cc1,-2.0,-1.4
COc1ccc(NC(=O)c2ccc3c(c2)OCO3)cc1S(=O)(=O)N1CCOCC1,0.4,.
CC(CN1CCN(C)CC1)OC(=O)c1ccccc1 (stereo not given),-1.0,-2.1
CC(C)(C)c1ccc(NC(=O)C2=CN3CCS(=O)(=O)N=C3C=C2)cc1,1.2,.
COc1ccc(C(=O)/C=C/c2cccc(OCc3ccccc3)c2)cc1CSCC(=O)O,0.6,-6.2*
NC(=O)N1CC(O)CC1C(=O)Nc1ccc(Cl)c(Cl)c1 (stereo not given),-1.9,-0.22
Cc1ccc(O)c(-c2cc(-c3cccc(Br)c3)n[nH]2)c1,-0.8,0.78
c1coc(CNc2ncnc3[nH]ncc23)c1,2.5,2.1
CCOc1ccccc1OCCOCCN1CC(C)OC(C)C1 (stereo not given),-1.2,0.33
CCOC(=O)C1CCN(C(=O)COc2ccc(S(=O)(=O)N3CCCC3)cc2C)CC1,-1.0,0.03
O=C(CCn1cnnn1)N1CCCC(Nc2ccc(F)c(F)c2)C1 (stereo not given),0.4,1
CC(C)Sc1nc2ccccc2n1CC(N)=O,.,-1.1
c1ccc2c(N3CCCCC3)nc(N3CCCCC3)nc2c1,-1.1,1.6
CCc1ccc(-c2cc(C)no2)cc1S(=O)(=O)N1CCN(c2cccc(C)c2C)CC1,-1.5,0
# Other compounds follow.
SMILES,STK33 inh,Kir21 block
O=C(CC(c1ccccc1)c1ccccc1)OCn1nnc2ccccc2c1=O,-1.6,0.94
Cc1cc(NCCO)c2ccccc2n1,-5.2,-0.17
COc1ccc2nc(SCC(=O)N3CCCCCC3)c(C#N)cc2c1,-1.4,0.13
O=C(CCc1nnc(Cc2ccc(-c3ccccc3)cc2)o1)N1CCCC1,1.2,-0.74
NC(N)=NS(=O)(=O)c1ccc(NC(=S)NC(=O)c2ccc3c(c2)OCO3)cc1,-0.7,-0.43
O=C(O)c1cccc(S(=O)(=O)N2CCCC2)c1,0.1,0.23
CC[C@@]1(c2ccccc2C)C(=O)N(C(=O)OC)N1C(=O)OC,-0.5,0.03
NNC(=O)CS(=O)(=O)c1ccc(Cl)cc1,-0.2,0.95
COC(=O)c1ccc2c(=O)n(CCN3CCOCC3)c(SCC(=O)Nc3ccccc3Cl)nc2c1,-1.8,-1.4
CCn1c(=O)c2ccccc2n(Cc2cccc(C)c2)c1=O,.,0.35
O=C(c1cccc(C(F)(F)F)c1)N1CCN(CCc2ccccc2)CC1,-0.6,-0.53
Cc1ccc(CN2C(=O)S/C(=C\c3ccccc3OCC(=O)O)C2=O)cc1,-0.7,0.09
Cn1c(SCC(=O)NCCNC(=O)CSc2nnc(C(F)(F)F)n2C)nnc1C(F)(F)F,-1.4,0.97
CCOC(=O)c1cc(CC)sc1NC(=O)COc1ccc2c(C)cc(=O)oc2c1,-0.1,1.1
C=CCc1cccc(CNc2nc3ccccc3n2CC)c1O,-0.2,-0.17
COc1ccc(/C=N/N=C2/NC(=O)C(CC(=O)NC(N)=O)S2)cc1 (stereo not given),-2.1,-0.5
CN(C)C(N)=NCCC[C@H](N)C(=O)O,-0.4,3
CCCNc1nc(Nc2ccc(C)cc2)nc(N2CCCC2)n1,-1.3,-0.17
CNNCc1ccc(C(=O)NC(C)C)cc1,-0.9,0.39
O=[N+]([O-])c1ccc2c(c1)Nc1nc3ccccc3nc1N2,3.7,0.83
COc1ccc(Oc2nc3c(c(=O)n(C)c(=O)n3C)n2C)cc1,-0.9,-1.6
Cc1ccsc1C(=O)OCC(=O)Nc1cccc(F)c1,-0.1,.
Cc1ccc(S(=O)(=O)c2c(C)nn(C(C)(C)C)c2OC(=O)c2cccs2)cc1,-1.1,-0.3
O=C(CCCN1C(=O)c2cccc3cccc(c23)C1=O)N1CCc2ccccc2C1,-1.7,-0.16
CCCNNC(=O)C(O)(c1cccc(C)c1)c1cccc(C)c1,-1.0,0.94
CCCC(=O)Nc1ccc(Sc2ccc([N+](=O)[O-])cc2)cc1,-2.4,-0.22
O=C(Nc1cccc(NC(=O)c2cccnc2)c1)c1ccccc1,-1.8,0.58
CCc1c(C)nc2cc(C)[nH]n2c1=O,-0.3,-0.44
CC(C)[C@H](NC(=O)Nc1ccc(S(N)(=O)=O)cc1)C(=O)O,-1.2,2.3
COc1cccc(N2CCN(C(=O)CCc3nnc4ccc(N5CCCC5)nn34)CC2)c1,12,-1.3
Cc1csc(NC(=O)Cc2ccc(Br)cc2)n1,-3.0,0.47
CC(=O)c1cccc(S(=O)(=O)N2CCN(c3nc4cc(C)cc(C)c4cc3C#N)CC2)c1,-0.8,-0.51
CN(C)NC(=S)Nc1cccc(C(F)(F)F)c1,-0.9,-0.18
CN(CC(=O)Nc1ccc(Cl)c(Cl)c1)C(=O)C1CCC1,-1.7,.
O=C(NC1(Cc2ccccc2)CCN(CCc2cccs2)C1=O)c1ccccc1 (stereo not given),-3.1,.
Cc1ccc(NS(=O)(=O)c2cccc(C(=O)O)c2)cc1S(=O)(=O)N1CCOCC1,-2.0,-0.22

# 6 compounds out of the list, ordered by molecular weight, low to high.
SMILES,STK33 inh,Kir21 block
CCc1c(C)nc2cc(C)[nH]n2c1=O,-0.3,-0.44
Cc1cc(NCCO)c2ccccc2n1,-5.2,-0.17
Cc1c(N)c(=O)n(-c2ccccc2)n1C,0.4,.
NC(=O)N1CC(O)CC1C(=O)Nc1ccc(Cl)c(Cl)c1 (stereo not given),-1.9,-0.22
Cc1ccc(O)c(-c2cc(-c3cccc(Br)c3)n[nH]2)c1,-0.8,0.78
Cc1ccc(S(=O)(=O)N(Cc2cc3ccccc3[nH]c2=O)c2cccc(C)c2)cc1,-2.4,-0.02

# Further compounds follow:
SMILES,STK33 inh,Kir21 block
CCOC(=O)C(CCCCCOc1ccccc1[N+](=O)[O-])C(=O)OCC,-2.1,0.44
Cc1ccc2nc(-c3ccccc3)cc(C(=O)NCCCn3ccnc3)c2c1,-0.3,-1.2
NS(=O)(=O)c1ccc(NC(=S)N2CCN(c3ccc(Cl)c(Cl)c3)CC2)cc1,.,0.14
CC(C)Cc1cc(C(=O)Nc2cc(Br)ccc2O)no1,0.6,1.6
O=C(CCn1c(=O)oc2ccccc21)NCCN1CCc2ccccc2C1,0.9,1.2
COc1cccc(CC(=O)Nc2ccc(-c3csc(C)n3)cc2)c1,-2.4,0.63
CCOC(=O)c1c(C)nn(-c2ncccc2NC(=O)NC(C)C)c1C,0.6,0.33
O=C(C(Cl)Cl)N1CCN(Cc2ccccc2)CC1,-0.2,0.25
COc1cc(/C=C/C(=O)O)ccc1OS(=O)(=O)c1cc(Br)ccc1C,-0.2,.
COc1ccc(C(=O)NC(C)c2nc3ccccc3n2C)cc1OC (stereo not given),3.7,0.46
COC(=O)C1=C(C)N(CCc2ccc(OC)c(OC)c2)C(=O)C1,-1.0,0
O=C(NCc1ccccc1Cl)c1ccc[nH]1,-1.4,1.2

# Sorted by the number under Kir21 block (descending): four from the list above.
SMILES,STK33 inh,Kir21 block
CC(C)Cc1cc(C(=O)Nc2cc(Br)ccc2O)no1,0.6,1.6
O=C(CCn1c(=O)oc2ccccc21)NCCN1CCc2ccccc2C1,0.9,1.2
COc1cccc(CC(=O)Nc2ccc(-c3csc(C)n3)cc2)c1,-2.4,0.63
Cc1ccc2nc(-c3ccccc3)cc(C(=O)NCCCn3ccnc3)c2c1,-0.3,-1.2

# Continued:
SMILES,STK33 inh,Kir21 block
CCCNS(=O)(=O)c1ccc(Oc2ncc(C(F)(F)F)cc2Cl)cc1,-0.2,-0.42
Cc1ccc(C(=O)NCCCN2CCOCC2)o1,-0.6,1.2
CN(C)S(=O)(=O)c1ccc(C(=O)N2CCN=C2SCc2ccccc2)cc1,-0.2,0.45
CC(C)N(CCNS(=O)(=O)c1ccc(Cl)cc1)C(C)C,0.0,-0.83
CC(C)[C@H](NC(=O)c1c(F)cccc1F)C(=O)Nc1cccc(Br)c1,-1.5,-0.01
CC1(C)Cc2c(C#N)c(N)n(-c3ccccc3)c(=O)c2CO1,0.2,2.5
Cc1sc(NC(=S)NC(=O)c2ccc(C(C)(C)C)cc2)c(C#N)c1C,-1.2,1.2
COc1c(Cl)cc(Cl)cc1CNCCNCCO,0.9,1.2
C[C@H](CO)N1C[C@H](C)[C@@H](CN(C)C(=O)NC2CCCCC2)Oc2c(NC(=O)Nc3ccccc3)cccc2C1=O,1.2,.
CC(C)(O)[C@H]1Cc2cc3ccc(=O)oc3cc2O1,3.8,0.19
COc1ccc(NC(=O)C2CCC(C)(C(=O)O)C2(C)C)cc1 (stereo not given),0.1,-1.3
C[C@H]1CN=C(Nc2ccccc2)N1CCc1ccc(F)cc1,-0.8,.
CCC(C)c1nc2c(c(N3CCC3=O)c1-c1ccccc1)CCCC2 (stereo not given),0.4,-1.2
Cc1ccc(-c2cc(C(=O)Nc3cnn(C45CC6CC(CC(C6)C4)C5)c3)no2)cc1,-1.4,-0.01
Cc1nc(C)c(C(=O)Nc2ccccc2-c2ccccc2)o1,-0.2,-1.9

# Compounds as they come (roughly 0.84% active in at least one column).
